High-throughput results (PubChem BioAssay)
TbREL1 inh: TbREL1 inhibition, primary screen; P86926; TbREL1 RNA ligation, FRET fluorescence; inhibition, % at 9.66 µM; 89,000 compounds, 0.49% hits; AID 1117264;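 active means inhibition above the mean inhibition across all screened compounds plus 3 SD, cut at about 11% in these data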;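 further: 0% = plate median of test wells and 100% = NSC42067 control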
Target sequence (P86926 whole entry, looked up): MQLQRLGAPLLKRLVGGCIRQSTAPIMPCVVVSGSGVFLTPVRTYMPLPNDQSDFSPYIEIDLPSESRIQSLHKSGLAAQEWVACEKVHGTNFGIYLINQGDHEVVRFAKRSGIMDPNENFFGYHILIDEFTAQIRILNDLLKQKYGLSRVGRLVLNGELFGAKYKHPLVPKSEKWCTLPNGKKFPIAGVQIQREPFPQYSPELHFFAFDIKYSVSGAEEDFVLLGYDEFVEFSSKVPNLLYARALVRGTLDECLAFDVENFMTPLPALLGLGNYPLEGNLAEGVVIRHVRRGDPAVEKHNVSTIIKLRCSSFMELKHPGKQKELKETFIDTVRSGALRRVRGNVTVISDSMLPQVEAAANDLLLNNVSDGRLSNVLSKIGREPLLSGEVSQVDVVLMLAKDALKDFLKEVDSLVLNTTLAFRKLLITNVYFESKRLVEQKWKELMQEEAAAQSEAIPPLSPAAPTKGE
An asterisk follows results filed as active.

SMILES,TbREL1 inh
CCC(C(=O)NC(C)(C)C)N(Cc1cccs1)C(=O)CNS(=O)(=O)c1ccccc1 (stereo not drawn),-1
CCOC(=O)C1CCCN(S(=O)(=O)c2cc3[nH]c(=O)c(=O)[nH]c3cc2C)C1 (stereo not drawn),0
CCC[C@@H]1CCCO[C@@](C(=O)NCc2ccccn2)(C(F)(F)F)C1,2
Cc1ccc2c(c1)-n1c(nc3cc(F)ccc3c1=O)C(Cc1ccc(O)cc1)NC2=O (stereo not drawn),3
CCn1c(SCC(=O)Nc2ccc3[nH]c(=O)[nH]c3c2)nnc1-c1ccccc1,0
Cn1c(SCC(=O)Nc2ccccc2-c2ccccc2)nnc1-c1ccccc1,1
O=C(CN(Cc1ccccc1)C(=O)c1ccco1)NCc1ccc(F)cc1,0
Cc1cc(NC2C3CC4CC(C3)CC2C4)n2nnnc2n1 (stereo not drawn),-5
Nc1ccnc(C(F)(F)F)c1C(=O)c1ccccc1,6
COc1cc(/C=C/C(=O)O)cc(S(=O)(=O)Nc2ccc3c(c2)OCO3)c1OC,-1
COC(=O)c1ccc(NC(=O)CN(c2ccc3c(c2)OCO3)S(C)(=O)=O)cc1,-3
C=CCN(c1ccccc1)S(=O)(=O)c1cccc(C(=O)NC2CCC(O)CC2)c1 (stereo not drawn),-2
CN(C)CCCN(C(=O)C1=COCCO1)c1nc2ccc(Br)cc2s1,3
O=C(Sc1cccc2cccnc12)c1ccccc1Br,-5
CC1CC(NS(=O)(=O)c2cc3c4c(c2)CCN4C(=O)CC3)CC(C)(C)C1 (stereo not drawn),2
O=c1ccncn1C1OC(CO)C(O)C1O (stereo not drawn),-1
COc1ccc(C)cc1NC(=O)c1sc2ncnc(N3CCN(c4ccccn4)CC3)c2c1C,9
N/C(=N\OC(=O)CCCc1ccccc1)c1ccc(Br)cc1,1
C[C@@H]1CN(C(=O)OC(C)(C)C)CCN1c1ccc(Br)c(C#N)c1,1
CC(C)(C)n1nnnc1C(c1cc2ccccc2o1)N1CCN(C(=O)OCc2ccccc2)CC1 (stereo not drawn),-3
c1csc(-c2nnc(SCc3cccc4ccccc34)o2)c1,5
COc1ccccc1C(=O)N1CCc2ccccc21,1
Cc1nnc(NS(=O)(=O)c2ccc(F)cc2)s1,-1
O=C1/C(=C/c2cccnc2)SC(=S)N1N1CCOCC1,3
CC1CN(c2snnc2C=C2C(=O)OC(C)(C)OC2=O)CC(C)O1 (stereo not drawn),0
O=C(c1n[nH]c2c1CCC2)N1CCCC(Nc2cccc(F)c2)C1 (stereo not drawn),-2
Cc1occc1-c1nnc(SCC(=O)N2c3ccccc3CCc3ccccc32)n1C,1
N#CCCn1[nH]c(-c2ccccc2)cc1=O,-4
O=C1N/C(=N/N=C/c2ccccc2O)SC1Cc1ccc(F)cc1 (stereo not drawn),0
Cn1c(=O)c2[nH]c(NN=Cc3ccccc3)nc2n(C)c1=O,-3
CC(C)(C)[C@@H]1C=C(C(N)=O)O[C@H](OCCCCO)C1,-1
O=C(Nc1ccccc1)C(=O)Nc1ccc2c(c1)N(C(=O)C1CC1)CCC2,-2
Cc1ccc(C2CC(c3ccccc3C)n3nc(N)nc3N2)cc1 (stereo not drawn),-2
O=S(=O)(c1ccccc1)c1cnn(-c2ccccc2)c1-c1ccc(Cl)cc1,1
O=C(COC(=O)c1cccc(S(=O)(=O)N2CCN(c3ccccc3)CC2)c1)NCC1CCCO1 (stereo not drawn),-1
COc1cc(OC)cc(C(=O)OCC(=O)NC2CCCCCCC2)c1,1
CCOC(=O)C1CCN(C(=O)Nc2ccc(OC(F)(F)F)cc2)CC1,1
CCNC(=O)CSc1nc(-c2ccccc2)cs1,1
FC(F)(F)COc1ccc(-c2nnc(SCc3ccccc3)o2)cn1,1
CN1CCCCC(NC(=O)c2ccccc2)C1=O (stereo not drawn),-1
Cc1ccc(/C=N/n2c(-c3cccs3)n[nH]c2=S)cc1,-5
CCc1nnc(NC(=O)c2ccc3nc(CC)c(CC)nc3c2)s1,2
CC(C)CNC(=O)OCc1cn(Cc2ccc(Cl)cc2)nn1,0
O=C(COC(=O)/C=C/c1ccc(Cl)cc1Cl)NCC1CCCO1 (stereo not drawn),0
Cc1c(/C=N/N=C2\CCC3C4CCc5cc(O)ccc5C4CCC23C)cnn1C (stereo not drawn),-2
Cc1cc(N2CCOCC2)n2nc(-c3cccc(F)c3)cc2n1,-3
Cc1[nH]c(=O)[nH]c(=O)c1/C=N/NC(=O)[C@@H](NC(=O)OC(C)(C)C)C(C)C,0
Nc1ncnc2c1ncn2[C@@H]1O[C@H](CNC(=O)[C@@H]2C[C@H](F)CN2)[C@@H](O)[C@H]1O,5

Reprinted from the listing (six entries):
SMILES,TbREL1 inh
CC(C)CNC(=O)OCc1cn(Cc2ccc(Cl)cc2)nn1,0
O=C(COC(=O)/C=C/c1ccc(Cl)cc1Cl)NCC1CCCO1 (stereo not drawn),0
Cc1c(/C=N/N=C2\CCC3C4CCc5cc(O)ccc5C4CCC23C)cnn1C (stereo not drawn),-2
Cc1cc(N2CCOCC2)n2nc(-c3cccc(F)c3)cc2n1,-3
Cc1[nH]c(=O)[nH]c(=O)c1/C=N/NC(=O)[C@@H](NC(=O)OC(C)(C)C)C(C)C,0
Nc1ncnc2c1ncn2[C@@H]1O[C@H](CNC(=O)[C@@H]2C[C@H](F)CN2)[C@@H](O)[C@H]1O,5

Later entries:
SMILES,TbREL1 inh
COC(=O)c1c(NC(=O)C(Cl)Cl)sc2c1C(C(=O)OC)CC2 (stereo not drawn),-1
CCC(C)COC(=O)c1ccc(C(=O)O)cc1 (stereo not drawn),3
CCOC(=O)C(C)n1cnc2sc(C)c(C)c2c1=O (stereo not drawn),-1
COc1cccc(NC(=O)c2ccccc2F)c1,6
COc1cccc(OCCOc2c(OC)cccc2OC)c1,-1
COCCN1C(=O)N(c2cccc(C)c2)C(=O)C1CC(=O)Nc1ccc(OC)cc1 (stereo not drawn),-2
CCCN(CC(=O)Nc1ccccc1OC)C(=O)c1ccc(S(=O)(=O)Nc2ccccc2)cc1,0
COc1ccc(-c2cc3nc(C)cc(C)n3n2)cc1,5
O=C(COC(=O)C1CC2C=CC1C2)NCCc1ccccc1 (stereo not drawn),-4
COP(=O)(CC(=O)c1ccccc1)CC(=O)c1ccccc1,2
CCCCCc1cc(=O)oc2c(C(CCN3CCCC3)c3cc(OC)c(OC)c(OC)c3)c(OC)cc(OC)c12 (stereo not drawn),7
O=C(CN1CCc2ccccc21)NN1CC(=O)N(c2ccc(Cl)cc2)CC1=O,-4

Among those listed so far, 2 contain a cyano group.
SMILES,TbREL1 inh
C[C@@H]1CN(C(=O)OC(C)(C)C)CCN1c1ccc(Br)c(C#N)c1,1
N#CCCn1[nH]c(-c2ccccc2)cc1=O,-4

Remaining list, next part
SMILES,TbREL1 inh
O=C(NCC1(N2CCOCC2)CCCCC1)c1ccc(Cl)c(S(=O)(=O)NCc2ccco2)c1,-2
CCn1c(SCC(=O)OC)nnc1C1CCCCC1,0
COc1ccc(C(=O)Nc2cccnc2)cc1S(=O)(=O)N1CCOCC1,-1
COc1ccccc1C(=O)NCCC(=O)N1CCCCCCC1,2
O=C(COc1ccc2ccccc2c1Br)N1CCCC1,-1
C/C(=N/NC(N)=S)c1ccccc1[N+](=O)[O-],-4
CC(C)COC(=O)/C(C#N)=C/c1c[nH]c2ccccc12,6
COC(=O)Cc1csc(N)n1,1
N#Cc1cccnc1N1CCN(C(c2ccnc3ccccc23)c2nnnn2-c2ccc3c(c2)OCCO3)CC1 (stereo not drawn),-2
CCOC(=O)c1c(C)[nH]c(C(=O)COC(=O)CCNS(=O)(=O)c2ccc(NC(C)=O)cc2)c1C,4
CCc1ccc(/C=C2/C(=O)N(c3ccccc3)C(=S)N2CC(=O)OC)s1,1
Cc1cc(C(=O)C(=O)N(C)C)c(C)n1-c1ccc([N+](=O)[O-])cc1,-1

An excerpt from above in order of molar mass, falling.
SMILES,TbREL1 inh
O=C(NCC1(N2CCOCC2)CCCCC1)c1ccc(Cl)c(S(=O)(=O)NCc2ccco2)c1,-2
COc1ccc(C(=O)Nc2cccnc2)cc1S(=O)(=O)N1CCOCC1,-1
O=C(COc1ccc2ccccc2c1Br)N1CCCC1,-1
Cc1cc(C(=O)C(=O)N(C)C)c(C)n1-c1ccc([N+](=O)[O-])cc1,-1
COC(=O)Cc1csc(N)n1,1

The list goes on.
SMILES,TbREL1 inh
Cc1ccc(S(=O)(=O)Nc2ccccc2C(=O)N2CCN(C)CC2)cc1,2
Cc1cc(S(=O)(=O)Nc2ccc(C(=O)NCc3ccncc3)cc2)ccc1F,-1
CCCCn1c(N)c(N(CC(C)C)C(=O)CCC2CCCCC2)c(=O)[nH]c1=O,-4
COc1ccc(CN2C(=O)CC(Cc3ccc(C)cc3)C2=O)cc1OC (stereo not drawn),-2
CCOC(=O)c1sc(NC(=O)c2ccc(S(=O)(=O)N3CCCCCC3)cc2)nc1-c1ccccc1,1
CCO[C@H]1OC(C(=O)N2CCN(Cc3ccc4c(c3)OCO4)CC2)=C[C@@H](c2ccc(Br)cc2)[C@@H]1CCCO,0
COC(=O)c1cc(S(=O)(=O)NCC2CCN(CCc3cccs3)CC2)c[nH]1,3
Cn1c(CNc2ccccc2F)nc2ccccc21,-1
COc1ccc(CCN2CC(C(=O)OCC(=O)N(C)Cc3ccccc3)CC2=O)cc1OC (stereo not drawn),0
CCCCCCCCN1C(=O)[C@H](CC(=O)NCc2ccc(C)o2)C[C@@]2(C(=O)OCC)CCC=C12,-7
COc1ccc(-c2c(C(F)(F)F)nn(C)c2NC(=O)c2cccnc2)cc1,3
CCOC(=O)c1sc(/N=C/Nc2nc(C)c(C(=O)OCC)s2)nc1C,2
O=C(NC1CCCc2c1cnn2-c1ccccc1F)c1ccccc1N1CCOCC1 (stereo not drawn),5
CCCCCCc1cc2cc(S(=O)(=O)c3ccc(F)c(Cl)c3)c(=O)oc2cc1O,0
N#Cc1ccccc1OCC(=O)OCC(=O)NCc1ccc2c(c1)OCO2,1
N#Cc1c2n(cnc1=O)CCCCC2,-1
COc1cccc(Cl)c1NC(=O)N1CCc2c([nH]c3ccccc23)C1C(F)(F)F (stereo not drawn),2
Cc1cc(C)cc(NC(=O)C2CCCN2S(=O)(=O)c2ccc3c(c2)C(C)(C)C(=O)N3C)c1 (stereo not drawn),-3
Cc1ccc(OCCC(=O)O)cc1,0
CC1=C(C(=O)Nc2ccccc2)C(c2cccnc2)n2nc(-c3cccnc3)nc2N1 (stereo not drawn),0
Cc1ccc(S(=O)(=O)N2CCN(C(=O)Cc3ccsc3)CC2)c(C)c1,-1
CCc1nc2c(OCc3ccccc3C(=O)OC)cccn2c1N(C)C(=O)Nc1ccccc1OC,0
O=C1CNC(=O)/C1=C/c1ccc(O)cc1,7
O=C(CCCCCN1C(=O)C2C3C=CC(C3)C2C1=O)Nc1ccc2ncccc2c1 (stereo not drawn),4
CNC(=O)c1ccsc1NC(=O)CS(=O)(=O)c1ccccc1,-1
COc1cc(SC)ccc1C(=O)NCc1ccc(C)cc1,-1
Cc1ccc(C(=O)Nc2cc(C(C)C)c(O)c(C(C)C)c2)cc1,-1
CCCN(CCC)Cc1c(C(=O)N/N=C/c2ccc(Br)cc2)nnn1-c1nonc1N,-1
CC(=O)Nc1ccc(NC(=O)N(c2ccccc2)c2ccccc2)cc1,1
COc1ccc(OC2OC3COC(c4ccco4)OC3C(O)C2NC(C)=O)cc1 (stereo not drawn),1
COc1ccc(N2CCN(C(=O)C3Cc4ccccc4CN3C(=O)c3ccccc3)CC2)cc1 (stereo not drawn),2
CC12CC(=O)C3C(CCC4=CC(=O)CCC43C)C1CC=C2CC(=O)O (stereo not drawn),-1
O=C(Nc1cccc(F)c1)[C@@H]1CCCN1,0
Cc1c(C(=O)C(=O)NCCc2ccc(S(N)(=O)=O)cc2)c2ccccc2n1C,-2
CN1CCN(CC(=O)c2cc(C(C)(C)C)c(O)c(C(C)(C)C)c2)CC1,1
O=C(CCN1C(=O)S/C(=C/c2ccccc2)C1=O)Nc1ccc(O)c(C(=O)O)c1,14*
N#CCC(=O)Nc1ccc(C(=O)OCC(=O)c2ccc3c(c2)NC(=O)CO3)cc1,0
CCN1CCCCC(NC(=O)COCc2ccccc2)C1=O (stereo not drawn),-1
Cc1cc(C)nc(N(C#N)CN2C(=O)c3ccccc3S2(=O)=O)n1,0
Cc1ccc(Cn2c(O)c(N=NC(=S)Nc3ccccc3F)c3ccccc32)cc1,-2
Cc1ccc(NP(=O)(Nc2ccc(C)cc2)Nc2ccc(C)cc2)cc1,4
CCCCCNc1nc(-c2ccccc2)nc(-n2ccnc2)n1,1
COc1ccccc1CNc1nc2nc(C)c(Cl)c(=O)n2[nH]1,3
CCCC(NCC(=O)Nc1cc(S(=O)(=O)N2CCOCC2)ccc1OC)c1ccccc1 (stereo not drawn),5
Cc1ccc(CN2CC(C(=O)N3CC(C)CC(C)C3)CC2=O)cc1 (stereo not drawn),-2
O=C(CCC(=O)Nc1ccccc1)NNS(=O)(=O)c1ccccc1[N+](=O)[O-],3
COc1ccccc1NC(=O)COC(=O)c1ccc2c(c1)OCCO2,5
COc1ccc(C)cc1Cn1nnc2ccccc21,-2
Cc1ccc(CNC(=O)c2cccc3c2C(=O)c2ccc(N4CCCCC4)cc2S3(=O)=O)cc1,-6

This is a subset, so the mix of outcomes need not match the whole.
